# TRPC4 inh = blocks the mouse TRPC4 cation channel; B-score at 10 µM; HEK293 TRPC4beta/mu-opioid, DAMGO-evoked Fluo4 calcium flux; stronger effect = lower value; 300,000 compounds, 0.39% hits; AID 2247; Q9QUQ5;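 active = B-score over 3 SD under the library average, no early fluorescence shift, positive overall ratio signal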
#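 test system = HEK293 cells with stable TRPC4beta plus mu-opioid receptor expression | detection = Fluo4 Ca2+ flux fluorescence | read-out = integrated fluorescence ratio relative to baseline, converted to per-well B score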
# TMEM16A inh = blocks the mouse calcium-activated chloride channel TMEM16A; Q8BHY3; HEK293 TMEM16A/YFP iodide influx fluorescence, ionomycin; normalized B-score (activity score, 25-100; higher = stronger inhibition) at 10 µM; 310,000 compounds, 1.2% hits; AID 588511;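 active = ratio plate-corrected score three or more library SD toward inhibition, starting fluorescence score within five deviations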;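 note: score derived from kinetic fluorescence span divided by baseline fluorescence per well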
# SKKanGAS inh = inhibitors of SKKanGAS S. pyogenes growth in kanamycin (SK-promoter or general growth effect); BacTiter-Glo, 6 h; inhibition, % at 7.5 µM; 300,000 compounds, 1.3% hits;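 active = mean replicate score, as percent of positive control median, at least 50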;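 note: strain carries kanamycin resistance gene driven by streptokinase promoter and grows in 40 µg/ml kanamycin; loss of luminescence reflects streptokinase promoter inhibition or plain growth inhibition; 0% = median of DMSO wells and 100% = positive control at its reference dose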
# MrgX1 agonist = human MrgX1 receptor agonism, primary screen; Q96LB2; MrgX1-HEK293 cells, Fluo-4 calcium fluorescence, agonist mode; stronger effect = higher value; B-score at 10 µM; 310,000 compounds, 0.44% hits;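 active = calcium response B-score plate-corrected fluorescence ratio at least 3 library SD, with starting fluorescence B-score inside 5 SD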
# Target sequence (Q96LB2 whole entry, looked up): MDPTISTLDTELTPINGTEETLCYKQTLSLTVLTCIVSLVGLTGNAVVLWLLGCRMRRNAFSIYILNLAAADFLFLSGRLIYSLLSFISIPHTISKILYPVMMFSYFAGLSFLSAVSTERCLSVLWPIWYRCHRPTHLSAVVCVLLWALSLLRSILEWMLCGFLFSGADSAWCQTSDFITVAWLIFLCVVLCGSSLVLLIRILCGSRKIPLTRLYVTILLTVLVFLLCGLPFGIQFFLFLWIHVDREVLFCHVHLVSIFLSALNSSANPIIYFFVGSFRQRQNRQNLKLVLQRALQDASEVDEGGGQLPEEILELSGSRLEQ
#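 times = overnight plating, then 30 min 37 °C plus 30 min room-temperature dye loading | assay system = stable human MrgX1 HEK293 cell line | input = fifteen thousand cells per well | signal = kinetic calcium dye fluorescence, Fluo-4 NW | dosing = compound delivered in addition one of three | read-out = B-scored fluorescence response ratio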
# TRPC6 inhibitor = mouse TRPC6 channel inhibition; B-score at 10 µM; 310,000 compounds, 1.1% hits; AID 2553; HEK293-TRPC6, membrane potential dye, ACh-evoked depolarization; stronger effect = lower value;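 active = B-score under library mean minus 3 SD, initial fluorescence not abnormally high, positive integrated signal ratio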;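 note: B-score derived from integrated fluorescence ratio over the kinetic read; more negative B-score means stronger inhibition of depolarization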
# MrgX1 PAM = human MrgX1 positive allosteric modulation, primary screen. MrgX1-HEK293, Fluo-4 calcium flux, FDSS; stronger effect = higher value. 310,000 compounds, 0.63% hits. B-score at 10 µM;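 active = plate-corrected calcium response at least 3 library SD above typical, normal starting fluorescence, not activating the receptor alone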;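 note: compound read alongside a low EC10 to EC30 dose of BAM8-22 agonist; peak minus trough fluorescence over baseline measured at the second addition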
# TMEM16A act = activators or potentiators of mouse TMEM16A chloride channel; Q8BHY3; HEK293 TMEM16A/YFP-H148Q/I152L, iodide quench fluorescence; stronger effect = lower value; B-score at 10 µM; 340,000 compounds, 0.3% hits; AID 623877;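 active = fluorescence-ratio B-score plate-corrected deviation score at least 3 library SD below zero, with starting fluorescence score within 5 deviations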;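 note: channel opened by trigger with iodide after compound preincubation; score built on the fluorescence ratio of max minus min over baseline; more negative score means more quench and so TMEM16A activation or potentiation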
# TRPC6 activator = mouse TRPC6 channel activation; B-score at 10 µM; 310,000 compounds, 0.13% hits; AID 2550; Q61143; HEK293-TRPC6 membrane potential dye fluorescence; stronger effect = higher value;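 active = B-score of the integrated fluorescence ratio above library mean plus 3 SD, and starting fluorescence ratio within library mean plus 5 SD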;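 note: higher score means more depolarization so channel activation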
# MrgX1 antag = blocks BAM8-22 activation of human MrgX1 receptor; B-score at 10 µM; MRGX1-HEK293 calcium flux, Fluo-4, BAM8-22 antagonism; stronger effect = lower value; 310,000 compounds, 1.3% hits; Q96LB2;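 active = calcium-response B-score plate-corrected more than 3 library SD below zero, starting fluorescence within 5 deviations, no agonist response on first addition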;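 note: peak minus trough fluorescence over baseline after final BAM8-22 challenge near maximal dose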
# TRPC4 act = TRPC4 (mouse) channel activation; AID 2237; HEK293 TRPC4beta/mu-opioid, Fluo4 calcium fluorescence; stronger effect = higher value; 310,000 compounds, 0.49% hits; Q9QUQ5; B-score at 10 µM;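 active = B-score above 5 SD of library B-scores, and initial fluorescence ratio not above library mean plus 5 SD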;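 note: positive B-score marks a calcium rise read as TRPC4 activation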
#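 Assay system – TRPC4beta and mu-opioid receptor HEK293 stable cells · Measured by – Fluo4 fluorescence, kinetic · Schedule – dye loading 45 min room temperature, 110 s kinetic read · Read-out – B-scored integrated calcium fluorescence ratio · Controls – buffer and maximal DAMGO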
# TRPC4 PAM = allosterically enhances the mouse TRPC4 cation channel | Q9QUQ5 | HEK293 TRPC4beta/mu-opioid, DAMGO EC20, Fluo-4 Ca2+ flux; stronger effect = higher value | B-score at 10 µM | 310,000 compounds, 0.42% hits;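 active = B-score of calcium response area above 5 SD of library B-scores, with initial fluorescence ratio within 5 SD of library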;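 note: B-score of integrated fluorescence ratio over time as area under calcium response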
# Starred values were filed as active, the others as inactive; i = inactive; · = no result given. Compounds were not picked by outcome; about 6.7% have a hit in one of these screens.
SMILES,TRPC4 inh,TMEM16A inh,SKKanGAS inh,MrgX1 agonist,TRPC6 inhibitor,MrgX1 PAM,TMEM16A act,TRPC6 activator,MrgX1 antag,TRPC4 act,TRPC4 PAM
c1cc(C2CCCCC2)ccc1Oc1nc(N2CCOCC2)nc(N2CCOCC2)n1,i,i,18,i,i,i,i,i,i,i,i
Cc1nc(C)c(C(=O)N2CCCC(C(=O)c3ccc4ccccc4c3)C2)s1 (stereo unspecified),i,i,5,i,i,i,i,i,i,i,i
CCOc1ccc(C(c2c(C)n(C)n(-c3ccccc3)c2=O)c2c(C)n(C)n(-c3ccccc3)c2=O)c(O)c1,i,i,-2,i,i,i,i,i,i,i,i
CNC(=O)NC(=O)CSc1ncc(C(F)(F)F)cc1Cl,i,i,-6,i,i,i,i,i,i,i,i
O=C(c1ccccc1)C(c1ccccc1)c1ccccc1,i,i,14,i,i,i,i,i,i,i,i
CCOC(=O)N1CCC2(CC1)C(C#N)=C(N)Oc1c2c(C)nn1-c1cccc(Cl)c1,i,i,17,i,i,i,i,i,i,i,i
Cc1cc(C)c(OCC(=O)OCC(=O)NC2CCCCCCC2)c(C)c1,i,i,-4,i,i,i,i,i,i,i,i
Cc1cc(NC(=O)c2c(Cl)cnn2C)no1,·,i,-2,i,·,i,i,·,i,·,·
O=C(Nc1nnc(SCc2ccccn2)s1)C1CC(=O)N(c2ccccc2)C1 (stereo unspecified),i,i,0,i,i,i,i,i,i,i,i
Cc1cc(C(=O)Nc2cccc(C)c2C)n(-c2ccccc2)n1,i,i,-1,i,i,i,i,i,i,i,i
CCCOc1cccc(-c2nnc(N)s2)c1,i,i,-2,i,i,i,i,i,i,i,i
CN1CCN(C2CCN(c3cccc(Cl)c3)CC2)CC1CCO (stereo unspecified),i,i,-2,i,i,i,i,i,i,i,i
COc1ccc2nc(-c3cccc(N)c3)[nH]c2c1,i,i,2,i,i,i,i,i,i,i,i
COc1ccc(C2CC(=O)N(CC(=O)NCC3CCCO3)c3ccccc3S2)cc1OC (stereo unspecified),i,i,-9,i,i,i,i,i,i,i,i
CCOc1ncccc1C(=O)OCC(=O)c1cccs1,i,i,0,i,i,i,i,i,i,i,i
COc1cc2c(cc1OC)C(COc1ccc(C(C)C)cc1)NCC2 (stereo unspecified),i,i,-8,i,i,i,i,i,i,i,i
COc1ccc(C2CC(=O)C(C=NCCCO)=C(O)C2)cc1 (stereo unspecified),i,i,0,i,i,i,i,i,i,i,i
O=C(CNC(=O)c1ccco1)OCC(=O)c1cccc2ccccc12,i,i,-4,i,i,i,i,i,i,i,i
Cc1ccc(C)c(OCCn2cc(/C=C(\C#N)C(=O)NCc3ccco3)c3ccccc32)c1,i,i,20,i,i,i,i,i,i,i,i
COc1ccc(/C=N/NC(=O)c2cccnc2)c(C(=O)O)c1OC,i,i,1,i,i,i,i,i,i,i,i
OCC[C@@H]1C[C@H](O)[C@@H](O)[C@@]2(CCc3ccccc3CO2)O1,i,i,6,i,i,i,i,i,i,i,i
Cc1ccc(CN(CC(=O)NCC2CCCO2)S(=O)(=O)c2ccc(C)cc2)cc1 (stereo unspecified),i,i,-6,i,i,i,i,i,i,i,i
O=[N+]([O-])c1cccc(-c2n[nH]c(=S)n2-c2ccc(Br)cc2)c1,i,i,1,i,i,i,i,i,i,i,i
CC(CCc1ccccc1)NC(=O)c1cccc(F)c1 (stereo unspecified),i,i,2,i,i,i,i,i,i,i,i
Cc1occc1C(=O)Nc1ccc(S(N)(=O)=O)cc1,i,i,1,i,i,i,i,i,i,i,i
C=CCOc1cccc(/C=N/NC(=O)CC(=O)NC2CCCCC2)c1,i,i,0,i,i,i,i,i,i,i,i
CC1Cc2cc(S(=O)(=O)N3CCN(c4ccccc4)CC3)ccc2N1C(=O)C1CC1 (stereo unspecified),i,i,10,i,i,i,i,i,i,i,i
CCC(OC(=O)c1ccco1)C(=O)NCc1ccc(C)cc1 (stereo unspecified),i,i,0,i,i,i,i,i,i,i,i
CN(Cc1ccccc1)C(=O)N1CCOCC1,i,i,-1,i,i,i,i,i,i,i,i
CCc1cc(=O)oc2c3c(cc(OCC(=O)NCc4ccco4)c12)OC(C)(C)CC3,i,i,0,i,i,i,i,i,i,i,i
CC(=O)c1sc(NC(=O)C2CCN(c3ncnc4sc(C)c(C)c34)CC2)nc1-c1ccccc1,i,i,20,i,i,i,i,i,i,i,i
COc1ccc(OC)c2[nH]c(=O)c(CCNC(=O)C3CCCCC3)cc12,i,i,-1,i,i,i,i,i,i,i,i
COc1cc(CNc2ccc(N3CCOCC3)c(C(=O)O)c2)ccc1OCC(N)=O,i,i,-1,i,i,i,i,i,i,i,i
COc1ccc(NC(=O)c2ccc(-n3cccn3)nc2)c(OC)c1,i,i,1,i,i,i,i,i,i,i,i
Cc1cc2cc(CN(Cc3ccco3)C(=O)NCc3ccccc3)c(=O)[nH]c2cc1C,i,i,-3,i,i,i,i,i,i,i,i
COc1ccc(OC)c(C(=O)COC(=O)C2CC3CCCC(C2)C3=O)c1 (stereo unspecified),i,i,-4,i,i,i,i,i,i,i,i
Cc1ccc(CC(=O)OCC(=O)NC2CCCC(C)C2C)cc1C (stereo unspecified),i,i,0,i,i,i,i,i,i,i,i
O=C(N/N=C/c1ccc([N+](=O)[O-])o1)c1cc2ccccc2o1,i,i,1,i,i,i,i,i,i,i,i
COc1ccccc1C1=NOC(COc2ccc3c(C)cc(=O)oc3c2)C1 (stereo unspecified),i,i,5,i,i,i,i,i,i,i,i
C#CCn1c(CCNC(=O)c2ccco2)nc2ccccc21,i,i,2,i,i,i,i,i,i,i,i
COc1ccc(Cn2c(C)c(C)c(C#N)c2NC(=O)Nc2cccc(Cl)c2)cc1,i,i,8,i,i,i,i,i,i,i,i
O=C(c1cccnc1)N(Cc1ccccc1)c1ccccc1,i,i,-3,i,i,i,i,i,i,i,i
CCCCN(C)Cc1c(C)[nH]c2c(ccc3ccccc32)c1=O,i,i,5,i,i,i,i,i,i,i,i
COCCOC(=O)c1c(NC(=O)COC(=O)Cc2cccc(OC)c2)sc(C(N)=O)c1C,i,i,17,i,i,i,i,i,i,i,i
COc1ccc(-c2ccc(CCC(=O)O)n2NC(N)=O)cc1,i,i,1,i,i,i,i,i,i,i,i
Cc1c(NC(=S)NC(=O)c2cccc(Br)c2)c(=O)n(-c2ccccc2)n1C,i,i,-4,i,i,i,i,i,i,i,i
Cc1ccc(/C=C/C(=O)Nc2cc(C)on2)cc1,i,i,2,i,i,i,i,i,i,i,i
Cc1ccc2nc(-c3ccccn3)cc(C(=O)NCCc3ccc(F)cc3)c2c1,i,i,0,i,i,i,i,i,i,i,i
Cc1nc2ccccc2n1CC(=O)N1CC(=O)Nc2ccccc21,i,i,-18,i,i,i,i,i,i,i,i
CN1C2=C(C(=O)CC(C)(C)C2)C(c2cccs2)C2=C1CC(C)(C)CC2=O,i,i,-4,i,i,i,i,i,i,i,i

# 2 records picked at random from those above:
SMILES,TRPC4 inh,TMEM16A inh,SKKanGAS inh,MrgX1 agonist,TRPC6 inhibitor,MrgX1 PAM,TMEM16A act,TRPC6 activator,MrgX1 antag,TRPC4 act,TRPC4 PAM
Cc1ccc2nc(-c3ccccn3)cc(C(=O)NCCc3ccc(F)cc3)c2c1,i,i,0,i,i,i,i,i,i,i,i
Cc1c(NC(=S)NC(=O)c2cccc(Br)c2)c(=O)n(-c2ccccc2)n1C,i,i,-4,i,i,i,i,i,i,i,i

# Next results follow:
SMILES,TRPC4 inh,TMEM16A inh,SKKanGAS inh,MrgX1 agonist,TRPC6 inhibitor,MrgX1 PAM,TMEM16A act,TRPC6 activator,MrgX1 antag,TRPC4 act,TRPC4 PAM
CCC(NC(=S)NCc1ccc(F)cc1)c1ccccc1 (stereo unspecified),i,i,-3,i,i,i,i,i,-5.7*,i,i
CC(=O)NCc1ccc(S(=O)(=O)NC(C)CCc2ccccc2)cc1 (stereo unspecified),i,i,-1,i,i,i,i,i,i,i,i
CCN(CC)CCCNC(=O)CCc1c(C)n(CC)c2cc(-c3ccccc3OC)nn2c1=O,i,i,7,i,i,i,i,i,i,i,i
Cc1cccc(-n2ncc3c2CCCC3NC(=O)CCN2CCCCO2)c1C (stereo unspecified),i,i,13,i,i,i,i,i,i,i,i
CC1Cc2ccccc2N1S(=O)(=O)c1cccc(C(=O)OCC(=O)NC2CCS(=O)(=O)C2)c1 (stereo unspecified),i,i,-12,i,i,i,i,i,i,i,i
COc1ccccc1-n1c(C)nc(=O)c(-c2ccccc2)c1C,i,i,-3,i,i,i,i,i,i,i,i
O=C(OCc1nnc(-c2ccc(Cl)cc2)o1)c1ccncc1,i,i,-3,i,i,i,i,i,i,i,i
Nc1c(-c2ccc(Cl)cc2)cnn1C1CCS(=O)(=O)C1 (stereo unspecified),i,i,-7,i,i,i,i,i,i,i,i
O=C(Nc1nc(-c2ccccn2)cs1)c1ccc(Br)s1,i,i,3,i,i,i,i,i,i,i,i
O=S(=O)(c1ccc(N2CCOCC2)nc1)N(Cc1ccccn1)Cc1ccccn1,i,i,0,i,i,i,i,i,i,i,i
Nc1nc(NCCc2ccccc2)nc(NCc2ccccc2)c1[N+](=O)[O-],i,i,14,i,i,i,i,i,i,i,i
CC1=C(C(=O)OCc2ccccc2)C(c2cccnc2)n2ncnc2N1 (stereo unspecified),i,i,1,i,i,i,i,i,i,i,i
Cc1cc(=O)oc2cc(OCC(=O)Nc3ccc(CN4CCOCC4)cc3)c(Cl)cc12,i,i,0,i,i,i,i,i,i,i,i
Cc1nccn1CC(O)COc1ccccc1 (stereo unspecified),i,i,0,i,i,i,i,i,i,i,i
NC(=O)c1ccc(NC(=O)CNC(c2ccccc2)c2ccccc2)cc1,i,i,7,i,i,i,i,i,i,i,i
COc1ccc([N+](=O)[O-])cc1NC(=O)C1(c2ccccc2)CCOCC1,i,i,-3,i,i,8.7*,i,i,i,i,i
CCCCc1ccc(NC(=O)N2CCN(c3cc(C)nc4ccccc34)CC2)c(C)c1,i,i,5,i,i,i,i,i,i,i,i
CCC1CCCCN1C(=O)CCNS(=O)(=O)c1ccc2c(c1)oc(=O)n2C (stereo unspecified),i,i,-1,i,i,i,i,i,i,i,i

# Compound activity (PubChem)
